SIAH1 antagonists: blockers of Siah-1 interaction with plectin peptide – biochemical, fluorescence polarization, rhodamine-plectin, uHTS, primary screen (AID 1817) | Siah-1 / rhodamine-plectin peptide fluorescence polarization; higher % means a stronger effect | one-dose displacement, % at 20 µM; IC50 in µM for titrated hits | actives 0.02% (n = 290,000);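 active = displacement of at least 50% at 20 µM, with a fluorescence ratio check between 0.3 and a set limit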;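 note: plate controls were Siah plus tracer with DMSO for no effect and tracer alone without Siah for full effect; strong numbers were not always called active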
TNAP activation fold: stimulation of alkaline phosphatase TNAP activity – biochemical, luminescent, no phosphate acceptor, uHTS, primary screen (AID 1001). purified TNAP, luminescent activation assay, no phosphate acceptor; higher activation fold means a stronger effect. one-dose activation fold at 20 µM; EC50 in µM for titrated hits. actives 0.03% (n = 200,000); in the data active = activation fold from about 3, or a potency from the dose series; inactive = the rest, 99 in 100 with activation fold below about 1.6; note: many of its hits are not listed in these tables
RSV antiviral HEp-2: RSV antiviral activity via CPE protection, HEp-2 cells, primary 10 µM value included (AID 2391); HEp-2 cells, RSV-induced CPE inhibition; higher % means a stronger effect; CPE inhibition, % at 10 µM; hits with a dose series show IC50 in µM; actives 0.13% (n = 310,000); in the data active = a potency from the dose series; inconclusive = CPE inhibition mostly from about 23% at the one dose, without a potency; inactive = the rest, 99 in 100 with CPE inhibition below about 21%; note: strong numbers were not always called active
WT yeast gro inh: growth inhibition of WT yeast, mitochondrial fusion screen. AID 1362. inhibition, % at 10 µM. actives 2.1% (n = 190,000). mitochondrial fusion phenotypic screen, WT strain; in the data active = inhibition above about 58%; tested in S. cerevisiae
PhoP inhibition: PhoP-dependent GFP reporter repression – Salmonella Typhimurium, primary screen (AID 1863). one-dose inhibition, % at 50 µM; IC50 in µM for titrated hits. actives 0.16% (n = 300,000). S. Typhimurium PhoP-regulated promoter GFP reporter, 4 h; higher % means a stronger effect;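 active = inhibition over 29.93%, a cutoff 3 SD above the screen mean, later confirmed by dose response; inconclusive = inhibition over 29.93% but no dose response follow-up; inactive = inhibition at most 29.93% or unconfirmed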;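 note: 0% = low Mg2+ inducing control and 100% = high Mg2+ repressing control; strong numbers were not always called active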
human PMI inhibitors: human PMI inhibitors, high substrate, primary screen, biochemical, fluorescence intensity, high mannose 6-phosphate (AID 1220) | recombinant PMI enzyme, coupled fluorescence intensity; higher % means a stronger effect | one-dose inhibition, % at 20 µM; IC50 in µM for titrated hits | actives 0.66% (n = 190,000)
XIAP displacement: XIAP antagonists, biochemical, IAP family, fluorescence polarization (AID 1018). XIAP BIR domain, fluorescence polarization peptide displacement; higher % means a stronger effect. displacement, % at 20 µM; hits with a dose series show IC50 in µM. actives 0.007% (n = 200,000); in the data active = displacement above about 50%; note: a part of the inactive calls stands beside numbers as strong as those of hits
human PMI inhibition: inhibitors of human PMI, primary screen, biochemical, fluorescence intensity, coupled assay (AID 1209); purified PMI enzyme, coupled fluorescence intensity; higher % means a stronger effect; one-dose inhibition, % at 20 µM; IC50 in µM for titrated hits; actives 0.42% (n = 190,000);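 note: plate controls were DMSO vehicle for no effect and wells lacking substrate for full effect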
Myeloid diff 2: promotes myeloid progenitor differentiation | AID 624256 | ER-HoxA9 myeloid progenitors, lysozyme-GFP differentiation, flow cytometry | calls only at 10 µM | actives 1% (n = 360,000);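 active = normalized GFP-positive differentiation at or above the plate's own cutoff, the solvent-only control mean plus 3 SD; inconclusive = no clear call, values can overlap the other calls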;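 note: cells exposed to compound for four days before flow analysis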
WT yeast gro inh mutant strain: further read-out of WT yeast gro inh, marked with its call; inhibition, %; mitochondrial fusion phenotypic screen, mutant strain inhibition
Myeloid diff 2 GFP+ MAC1+ %: also measured in Myeloid diff 2; calls as there; GFP+ MAC1+ double positive, %; measured here: differentiation confirmed by MAC1 staining
* = called active by the depositor; i = inactive; u = inconclusive; x = no result given; + = active, no number. Cut-off read from the data, not from the text of the source, unless noted: active = inhibition above about 50%; inactive = the rest.

No.	molecule	SIAH1 antagonists	TNAP activation fold	RSV antiviral HEp-2	WT yeast gro inh	WT yeast gro inh mutant strain	PhoP inhibition
1	Cc1cc(N2CCN(c3ccccc3)CC2)nc(N)n1	16%	1.1	2.0%	-2	-8	7%
2	CCOC(=O)c1sc(NC(=O)COc2ccc3c(c2)OCO3)nc1C	3%	x	0.6%	x	x	-4%
3	Cc1nc(SCC(=O)NC(=O)NC(C)C)nc(C)c1C	4%	1.2	0.2%	-11	6	2%
4	CCc1nnc(NC(=O)CCC(=O)N2CCN(Cc3ccc(F)cc3)CC2)s1	-4%	x	0.2%	x	x	-3%
5	CC(C)(C)N(CC#CCC(O)(c1ccccc1)C1CCCC1)CCO (stereo unspecified)	-1%	1	-0.5%	-10	-9	x
6	O=C(NCC1CCCO1)c1ccccc1-c1nc(-c2ccc(Cl)cc2)no1 (stereo unspecified)	-2%	1	1.2%	-4	2	12%
7	O=C(c1ccccc1)c1coc2ccc(O)c(Cl)c12	-4%	1.1	0.8%	5	-2	36%
8	COc1ccc(Oc2cc(C)c3cccc(C)c3n2)cc1	3%	1.1	3.3%	17	-7	3%
9	Cc1ccccc1CC1(CO)CCCN(C(=O)c2ccccc2Cl)C1 (stereo unspecified)	3%	1.1	22%	15	0	0%
10	Cc1cc(Br)ccc1SCC(=O)OCC(=O)NCc1ccc2c(c1)OCO2	6%	1.2	1.1%	-9	20	2%
11	N#C/C(=C/c1ccccc1)c1nn(CCO)c(N)c1C#N	-4%	1.1	1.5%	-1	6	7%
12	Cc1nsc2nc3c(F)c(F)c(F)c(F)c3cc12	-7%	x	9.9%	x	x	-5%
13	CC(C)c1c(C(=O)N/N=C/c2ccoc2)nnn1-c1nonc1N	12%	x	0.2%	x	x	1%
14	N#CC1=C(N)Oc2c(ccc3cccnc23)C1c1ccccc1 (stereo unspecified)	2%	x	8.3%	x	x	-16%
15	O=C(COC(=O)CNC(=O)c1ccccc1)NCCc1ccccc1	2%	1.1	-0.1%	0	0	-7%

No.	human PMI inhibitors	XIAP displacement	human PMI inhibition	Myeloid diff 2	Myeloid diff 2 GFP+ MAC1+ %
1	-13%	0.7%	-17%	i	0.2
2	x	x	x	i	0.8
3	-10%	-4.4%	1%	i	1.2
4	x	x	x	i	0.9
5	11%	-0.4%	30%	i	0.3
6	7%	-6.1%	11%	+	30*
7	-5%	-5.4%	-4%	i	2.3
8	7%	-4.1%	9%	i	0.7
9	x	-7.8%	x	i	0.4
10	3%	-2.3%	14%	i	0.3
11	26%	-2.5%	28%	i	1.4
12	x	x	x	i	0.4
13	x	x	x	u	x
14	x	x	x	u	x
15	-5%	-3.4%	-11%	i	0.1

Arranged by formula weight (low to high): some entries from above.
No.	molecule	SIAH1 antagonists	TNAP activation fold	RSV antiviral HEp-2	WT yeast gro inh	WT yeast gro inh mutant strain	PhoP inhibition
1	Cc1cc(N2CCN(c3ccccc3)CC2)nc(N)n1	16%	1.1	2.0%	-2	-8	7%
12	Cc1nsc2nc3c(F)c(F)c(F)c(F)c3cc12	-7%	x	9.9%	x	x	-5%
7	O=C(c1ccccc1)c1coc2ccc(O)c(Cl)c12	-4%	1.1	0.8%	5	-2	36%
8	COc1ccc(Oc2cc(C)c3cccc(C)c3n2)cc1	3%	1.1	3.3%	17	-7	3%
3	Cc1nc(SCC(=O)NC(=O)NC(C)C)nc(C)c1C	4%	1.2	0.2%	-11	6	2%
13	CC(C)c1c(C(=O)N/N=C/c2ccoc2)nnn1-c1nonc1N	12%	x	0.2%	x	x	1%
5	CC(C)(C)N(CC#CCC(O)(c1ccccc1)C1CCCC1)CCO (stereo unspecified)	-1%	1	-0.5%	-10	-9	x
9	Cc1ccccc1CC1(CO)CCCN(C(=O)c2ccccc2Cl)C1 (stereo unspecified)	3%	1.1	22%	15	0	0%
6	O=C(NCC1CCCO1)c1ccccc1-c1nc(-c2ccc(Cl)cc2)no1 (stereo unspecified)	-2%	1	1.2%	-4	2	12%
4	CCc1nnc(NC(=O)CCC(=O)N2CCN(Cc3ccc(F)cc3)CC2)s1	-4%	x	0.2%	x	x	-3%

No.	human PMI inhibitors	XIAP displacement	human PMI inhibition	Myeloid diff 2	Myeloid diff 2 GFP+ MAC1+ %
1	-13%	0.7%	-17%	i	0.2
12	x	x	x	i	0.4
7	-5%	-5.4%	-4%	i	2.3
8	7%	-4.1%	9%	i	0.7
3	-10%	-4.4%	1%	i	1.2
13	x	x	x	u	x
5	11%	-0.4%	30%	i	0.3
9	x	-7.8%	x	i	0.4
6	7%	-6.1%	11%	+	30*
4	x	x	x	i	0.9

(more compounds)
No.	molecule	SIAH1 antagonists	TNAP activation fold	RSV antiviral HEp-2	WT yeast gro inh	WT yeast gro inh mutant strain	PhoP inhibition
16	COc1ccc(CN=C2NC(=O)CC(C(=O)Nc3ccc([N+](=O)[O-])cc3C)S2)cc1 (stereo unspecified)	4%	1.1	x	-4	-8	-10%
17	O=C(NNS(=O)(=O)c1ccc(F)cc1)C1CC(c2cccnc2)=NO1 (stereo unspecified)	-4%	1.1	0.5%	-6	-2	-7%
18	O=C(Nc1ccccc1C(=O)N/N=C/c1ccco1)c1ccccc1	2%	1.1	3.8%	19	17	8%
19	O=C(CCN1C(=O)/C(=C\c2ccc(F)cc2)SC1=S)Nc1ccc(O)cc1	-1%	x	5.5%	x	x	-7%
20	Cc1ccc(NC(=O)Nc2ccc(C(=O)N3CCOCC3)cc2)cc1	-1%	1.1	4.8%	-12	12	0%
21	COc1cccc(OC)c1OCCCCCc1c(C)n[nH]c1C	4%	1.1	12%	12	-10	-5%
22	CCCCNc1nc(-c2ccccc2)cc(C(F)(F)F)c1C(N)=O	-1%	1	7.1%	20	6	3%
23	COc1ccc(-c2nc(-c3cccs3)c(-c3cccs3)[nH]2)cc1O	2%	1	u	-2	3	-12%
24	COc1ccc(-c2nc3cccc(C)n3c2NCC2CCCO2)cc1O (stereo unspecified)	-1%	1.1	-0.5%	-6	0	-7%
25	O=S1(=O)N=C2CCCCCN2C(c2ccncc2)N1 (stereo unspecified)	5%	1.1	0.6%	-15	-4	7%
26	COc1ccccc1C(=O)Nc1cc2c(ccc3ccccc32)oc1=O	6%	1.1	4.0%	-29	-4	-3%
27	CCN(CC)c1ccc2c(O)cc(=O)oc2c1	3%	1.1	2.4%	6	-4	-11%
28	Cc1ccccc1OCC(=O)OCC(=O)c1ccc(OCc2ccccc2)cc1	-3%	1.2	0.8%	24	-12	17%
29	CCc1ccc2[nH]c(=O)c(CN(Cc3ccc4c(c3)OCO4)C(=O)c3ccco3)cc2c1	2%	1.1	3.4%	18	10	-3%
30	Cc1ccc(-c2[nH]nc3c2C(c2ccsc2)C(C#N)=C(N)O3)cc1 (stereo unspecified)	-2%	1.1	2.6%	5	12	5%

No.	human PMI inhibitors	XIAP displacement	human PMI inhibition	Myeloid diff 2	Myeloid diff 2 GFP+ MAC1+ %
16	-4%	-0.8%	-3%	i	0.8
17	7%	-12%	6%	i	0.4
18	8%	-17%	-7%	i	1.5
19	x	x	x	i	0.3
20	-5%	-6.6%	2%	i	0.6
21	4%	-4.9%	12%	i	0.9
22	4%	0.8%	5%	i	3.9
23	7%	-1.2%	13%	i	0.6
24	5%	7.8%	-27%	i	0.9
25	-6%	-4.2%	-7%	i	0.1
26	-6%	-4.8%	-2%	x	x
27	-7%	-4.0%	-22%	i	0.6
28	2%	-1.6%	10%	i	0.1
29	2%	-2.1%	6%	x	x
30	3%	-3.2%	2%	i	0.7

The listing continues:
No.	molecule	SIAH1 antagonists	TNAP activation fold	RSV antiviral HEp-2	WT yeast gro inh	WT yeast gro inh mutant strain	PhoP inhibition
31	NC(=O)c1cccc2cc3ccccc3cc12	5%	1	0.8%	3	13	-6%
32	NC1=NC2(CCCC2)n2c(nc3ccccc32)N1	5%	1.2	0.1%	12	12	6%
33	S=c1[nH]nc(-c2ccco2)n1/N=C/C=C/c1ccco1	86%	0.9	1.3%	-15	6	2%
34	CC(=O)c1c(C)[nH]c(C(=O)OCC(=O)N2CC(=O)Nc3ccccc32)c1C	-2%	1.1	1.1%	4	9	6%
35	O=C(/C=C/c1ccccc1[N+](=O)[O-])NCCCn1ccnc1	-2%	1	-0.1%	4	7	-1%
36	O=C(Nc1ccc2c(c1)OCO2)c1noc2c1CCCC2	-4%	x	0.5%	x	x	2%
37	Cc1cccc(OCCSc2nnc(-c3ccoc3C)n2C)c1	2%	1.1	0.0%	21	15	1%
38	Cc1cccc(C)c1NC(=O)C1CC(=O)N(C(C)C)C1 (stereo unspecified)	-2%	1.1	1.4%	-6	-8	5%
39	Cc1cccc(OCc2nnc(SCC(=O)NCCc3ccccc3)o2)c1	0%	1.1	2.4%	3	1	-1%
40	C=CCn1c(SCc2ccccc2Cl)nnc1-c1sc2nc(C)cc(C)c2c1N	1%	x	0.4%	x	x	-12%
41	c1ccc(-c2nnc(OCC3CCCO3)c3ccccc23)cc1 (stereo unspecified)	1%	1.1	2.7%	1	4	-4%
42	Cc1ccc(C(=O)NNS(=O)(=O)c2ccc(F)cc2)cc1	-8%	x	1.9%	x	x	-6%
43	O=C(c1cccc(F)c1)N1CCCN(C(=O)c2cccc(F)c2)CC1	-2%	0.9	1.6%	-7	-12	-1%
44	CN(C)S(=O)(=O)N1CCC(Oc2ccc(C(=O)N3C[C@@H]4CCC[C@H]3C4)cc2)CC1	-2%	x	5.6%	x	x	3%
45	Cc1ccc(NC(=O)CSc2ncccc2C(=O)Oc2cccc([N+](=O)[O-])c2)cc1Cl	14%	1	3.8%	3	-6	10%
46	Cc1cccc(OCC(=O)N2CCN(C(=O)c3ccc([N+](=O)[O-])cc3)CC2)c1	1%	1	2.7%	-6	-6	9%
47	CCOC(=O)C1CCN(CC(O)COc2ccc(C(=O)CC)cc2)CC1 (stereo unspecified)	0%	1	-0.9%	18	-6	3%
48	Cc1cccc(C)c1NC(=S)N/N=C/c1c(Cl)cccc1Cl	1%	1	1.4%	1	0	6%

No.	human PMI inhibitors	XIAP displacement	human PMI inhibition	Myeloid diff 2	Myeloid diff 2 GFP+ MAC1+ %
31	14%	-6.5%	-9%	i	0.3
32	7%	-6.9%	1%	i	0.2
33	23%	-2.0%	-1%	i	1.0
34	12%	-2.2%	8%	i	0.5
35	10%	-6.6%	5%	i	0.1
36	x	x	x	i	0.5
37	-2%	-3.5%	-2%	i	0.4
38	3%	-5.6%	1%	i	0.4
39	-8%	-0.2%	-3%	i	2.1
40	x	x	x	i	0.5
41	-1%	-4.0%	-4%	i	0.4
42	x	x	x	i	0.5
43	-2%	-3.0%	-9%	i	0.1
44	x	x	x	i	4.3
45	-11%	-4.1%	-14%	i	1.5
46	-1%	-4.1%	0%	i	0.0
47	5%	-7.4%	9%	i	1.0
48	6%	-1.7%	5%	i	0.2
